TexasRed fluor = alters Texas Red total fluorescence, flagging assay interference; TRb/SRC2 Texas Red total fluorescence interference; Potency, µM (top dose mostly 106 µM), for inactives: at the highest dose fluorescence change, negative = quenching; actives 0.29% (n = 280,000); AID 1479; active = well fitted curve in either direction with a large enough effect; inconclusive = small, poorly fitted or top-dose-only effect
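Human TRβ ligand-binding domain (0.6 uM) and Texas Red SRC2 peptide (20 nM) in Tris buffer with 1 uM T3 and 5% DMSO were incubated with pinned compound for 5 hr at ambient temperature. Total fluorescence was computed as S + 2P (555/632 nm).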
Tau FP inhib = inhibitors of human tau fibril formation. Potency, µM (doses to about 57.7 µM), without a hit: at the highest dose activity, negative = inhibition, most hits filed as inhibitors. actives 0.39% (n = 280,000). K18 P301L tau heparin fibrillization, Alexa594 FP, 6 h. P10636. AID 1468; note: nearly all actives have a fitted effect of over 55% in size
Target sequence (P10636 561-689 P618L limits assumed): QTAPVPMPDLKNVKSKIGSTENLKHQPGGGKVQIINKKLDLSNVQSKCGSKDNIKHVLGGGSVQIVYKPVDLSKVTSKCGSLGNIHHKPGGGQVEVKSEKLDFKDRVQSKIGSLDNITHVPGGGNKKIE
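Compound effects on tau fibrillization are measured by Alexa 594 fluorescence polarization (ex 555, em 632 nm). K18 P301L tau is used at 15 uM with 0.24 uM labeled tracer, and 20 uM heparin induces aggregation over 6 hr at 37 C.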
aGal spleen mod = inhibitors or activators of human alpha-galactosidase in spleen homogenate | AID 2107 | Potency, µM (highest dose often 80 µM), inactives show at the highest dose activity change, negative = inhibition, most hits filed as inhibitors | actives 0.008% (n = 240,000) | human spleen homogenate, 4MU-alpha-Gal fluorescence, 40 min;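 note: 0% = enzyme with vehicle and -100% = no enzyme basal signal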
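Fluorogenic readout (Ex 365/Em 440 nm) of 4-methylumbelliferone released from 1 mM 4-MU-alpha-galactoside by spleen homogenate, 40 min at 37C, pH 5.0. Data normalized to no-enzyme and enzyme controls; Hill-equation AC50 from compound titrations.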
L3MBTL1 inh = L3MBTL1 (human) inhibition | actives 0.66% (n = 230,000) | Potency, µM (series often up to 57.1 µM), inactives show top-dose activity, negative = inhibition, hits mostly inhibitors | Q9Y468 | AlphaScreen L3MBTL1–H3K9me1 peptide binding | AID 485360; note: nearly all actives have a fitted effect of over 60% in size
Target sequence (Q9Y468 whole entry, looked up): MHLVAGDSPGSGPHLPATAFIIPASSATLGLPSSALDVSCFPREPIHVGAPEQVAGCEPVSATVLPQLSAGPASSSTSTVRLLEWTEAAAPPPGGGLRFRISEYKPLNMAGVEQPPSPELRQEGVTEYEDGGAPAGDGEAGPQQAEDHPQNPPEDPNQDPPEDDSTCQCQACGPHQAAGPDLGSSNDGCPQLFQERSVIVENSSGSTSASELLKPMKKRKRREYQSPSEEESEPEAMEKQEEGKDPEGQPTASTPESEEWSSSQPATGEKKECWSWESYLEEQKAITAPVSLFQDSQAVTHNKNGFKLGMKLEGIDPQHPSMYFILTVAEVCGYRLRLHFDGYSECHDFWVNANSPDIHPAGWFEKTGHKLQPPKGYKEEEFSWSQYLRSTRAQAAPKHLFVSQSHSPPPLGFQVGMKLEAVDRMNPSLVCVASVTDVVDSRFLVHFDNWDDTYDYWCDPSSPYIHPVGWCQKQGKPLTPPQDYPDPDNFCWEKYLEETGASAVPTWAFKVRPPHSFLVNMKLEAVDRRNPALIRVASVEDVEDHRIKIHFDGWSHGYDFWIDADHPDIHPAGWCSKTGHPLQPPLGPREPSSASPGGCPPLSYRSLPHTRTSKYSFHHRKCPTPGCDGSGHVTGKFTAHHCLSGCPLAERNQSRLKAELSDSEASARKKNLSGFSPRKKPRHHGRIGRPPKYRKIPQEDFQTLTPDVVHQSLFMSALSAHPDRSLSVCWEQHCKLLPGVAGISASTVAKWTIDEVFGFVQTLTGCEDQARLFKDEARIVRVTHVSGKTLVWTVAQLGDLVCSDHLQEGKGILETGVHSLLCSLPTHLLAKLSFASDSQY
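L3MBTL1 (50 nM) pre-complexed 30 min with biotinylated H3(1-15)K9me1 peptide (75 nM), then compounds added for 30 min at room temperature; AlphaScreen streptavidin donor/nickel chelate acceptor beads (10 ug/mL final) read after 30 min dark incubation.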
Tau fluor cs = counter-screen for tau fibril formation inhibitors; tau K18 P301L Alexa594 fluorescence, heparin fibrillization; Potency, µM (highest dose often 57.7 µM), for inactives: at the highest dose activity change, negative = decrease; actives 0.93% (n = 280,000); note: nearly all actives have a fitted effect of over 55% in size
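Human K18 P301L tau (15 uM unlabeled plus 0.24 uM Alexa 594-labeled, final) in 100 mM sodium acetate pH 7 was mixed with compound and 20 uM heparin and incubated 6 hr at 37 C.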
Tau fibril ThT = blocks human tau fibril formation measured by thioflavin T | P10636 | recombinant tau K18 P301L (four-repeat tau fragment), heparin-induced fibrillization, ThT fluorescence | Potency, µM (titrated, usually from 57.4 µM), for the others: top-dose activity, negative = inhibition, hits mostly inhibitors | actives 2.1% (n = 270,000) | AID 1460; note: nearly all actives have a fitted effect of over 55% in size
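In this qHTS, human K18 P301L tau is incubated with compound and heparin for 6 hr at 37 C, and Thioflavin T fluorescence then reports fibril load.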
ALDH1A1 inh = blocks purified human ALDH1A1 activity | P00352 | Purified ALDH1A1, NADH fluorescence, propionaldehyde substrate | Potency, µM (top dose mostly 75.3 µM), inactives show at the top dose activity, negative = inhibition, most hits filed as inhibitors | actives 7.3% (n = 220,000) | AID 1030; active = well fitted inhibition curve with a large enough effect, not every such curve was filed as active; inconclusive = small, poorly fitted or top-dose-only effect, or another doubt; inactive = no such curve, though single readings can be large or run the other way;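 note: plate controls were no enzyme wells and a reference inhibitor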
TRb-SRC2 inh = disrupts binding of human TR beta to SRC2; TRbeta-SRC2 peptide binding, fluorescence polarization; receptor liganded with 1 µM T3; Potency, µM (titrated, usually from 106 µM), for inactives: at the highest dose activity change, negative = inhibition, usual class: inhibitors; actives 0.065% (n = 280,000);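 note: plate controls were bound peptide for no effect and peptide without receptor for full effect; nearly all actives have a fitted effect of over 50% in size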
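A fluorescence polarization screen tested compounds at multiple concentrations against complex formation between 0.6 uM TRb ligand-binding domain and 20 nM Texas Red SRC2 peptide, with 1 uM T3 present; readout after 5 hr.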
Numbers without * were called inactive; ? = inconclusive; · = not tested or not shown; [ ] = remark or other dose. Unless noted, calls come from the whole dose curve; as a rule, active = well fitted curve in the direction sought with a large enough effect; inconclusive = small, poorly fitted or top-dose-only effect, or another doubt; inactive = no such curve, though single readings can be large; an effect the other way counts as inactive or inconclusive. Unless noted, % is set by controls: 0 for no effect and ±100 for the full control effect; potency is the fitted concentration of half-maximal effect.

nr	SMILES	TexasRed fluor	Tau FP inhib	aGal spleen mod	L3MBTL1 inh	Tau fluor cs	Tau fibril ThT	ALDH1A1 inh	TRb-SRC2 inh
1	COc1ccc(C(=O)NCCSc2ccc(C)cc2)cc1	0%	5%	-1%	14%	0%	-10%	10µM*	2%
2	COc1cc(NS(=O)(=O)c2ccc(Nc3nc(-c4ccccc4)cs3)cc2)nc(OC)n1	-4%	?	6%	-12%	13µM*[quencher]	?	-4%	-7%
3	COc1ccc(N2CCN(C(=O)c3ccc(CS(=O)(=O)c4ccc(OC)cc4)o3)CC2)cc1	-6%	10%	-1%	·	-23%	?	1%	-1%
4	O=C(CSc1nnc(Cc2ccccc2)n1Cc1ccco1)NC12CC3CC(CC(C3)C1)C2	-2%	13%	-23%	-17%	-2%	?	?	-21%
5	O=C(CN(c1cccc(C(F)(F)F)c1)S(=O)(=O)c1ccc(Cl)c([N+](=O)[O-])c1)NCc1ccccc1Cl	-1%[53 µM]	4%	0%	-10%	?	-16%	?	5%[53 µM]
6	CCOc1ccc(NC(=O)N(C2CCCCC2)C(C)c2ccncc2)cc1 (stereo unspecified)	0%	12%	5%	1%	-8%	-17%	0%	-15%
7	NC(=O)[C@@H]1CCCCNc2c(F)cc([N+](=O)[O-])cc2C(=O)N[C@@H](CCCN=C(N)N)C(=O)NCC(=O)N1	-2%	7%	-13%	6%	-6%	-7%	?	2%
8	CCn1c(CN2c3ccccc3Sc3ccccc32)n[nH]c1=S	-4%	6%	6%	-21%	?	?	·	0%
9	CC(C)(C)c1ccc(C(=S)N2CCN(c3ccccc3)CC2)cc1	-6%	-3%	7%	?	-21%	-14%	·	3%
10	COc1ccc(Cl)cc1NC(=O)CSc1c2c(nc3ccccc13)CCC2	0%	-15%	·	·	-14%	-16%	·	0%

Reprinted from the part before: three compounds, then new ones.
nr	SMILES	TexasRed fluor	Tau FP inhib	aGal spleen mod	L3MBTL1 inh	Tau fluor cs	Tau fibril ThT	ALDH1A1 inh	TRb-SRC2 inh
8	CCn1c(CN2c3ccccc3Sc3ccccc32)n[nH]c1=S	-4%	6%	6%	-21%	?	?	·	0%
9	CC(C)(C)c1ccc(C(=S)N2CCN(c3ccccc3)CC2)cc1	-6%	-3%	7%	?	-21%	-14%	·	3%
10	COc1ccc(Cl)cc1NC(=O)CSc1c2c(nc3ccccc13)CCC2	0%	-15%	·	·	-14%	-16%	·	0%
11	COc1ccc(CNC(=O)C(c2cccs2)N(Cc2ccco2)C(=O)Cc2cccs2)cc1 (stereo unspecified)	-2%	1%	0%	-10%	-5%	-17%	2µM*	-5%
12	CCn1c(SCC(=O)Nc2sc3c(c2C#N)CCC(C(C)(C)C)C3)nnc1-c1ccco1 (stereo unspecified)	-5%	7%	-9%	-9%	-4%	-3%	40µM*	-21%
13	CCCNC(=O)NC(=O)CSc1nncs1	-5%	-4%	-7%	4%	-1%	1%	-8%	1%
14	CCCCOc1ccc(C(=O)N/C(=C/C=C/c2ccccc2)C(=O)NC)cc1	1%	10%	6%	-9%	-15%	?	?	0%
15	CCC(=O)OCc1cc(=O)n2nc(C3CC3)sc2n1	-1%	5%	·	·	-5%	-12%	·	-2%
16	CN(C)c1nc(SCC#N)nc(N2CCOCC2)n1	-2%	-4%	2%	10%	1%	7%	14%	-9%
17	Cc1cccn2cc(CCNC(=O)c3cccs3)nc12	-8%	-6%	-8%	·	21%	·	·	-6%
18	CN(C)c1ccc(CNC(=O)C2CCN(S(=O)(=O)c3ccc4c(c3)oc(=O)n4C)CC2)cc1	-2%	3%	·	·	-2%	7%	·	6%
19	CCC(=O)N1CCc2cc(S(=O)(=O)CCC(=O)Nc3cccc(F)c3)ccc21	-1%	6%	3%	9%	2%	-15%	?	-4%
20	COc1ccc2cc(C3CC(c4cccs4)=NN3C(C)=O)c(Cl)nc2c1 (stereo unspecified)	3%	-4%	-3%	·	-5%	-5%	·	-2%

Compounds listed so far with a Cl atom, in the order listed:
nr	SMILES	TexasRed fluor	Tau FP inhib	aGal spleen mod	L3MBTL1 inh	Tau fluor cs	Tau fibril ThT	ALDH1A1 inh	TRb-SRC2 inh
5	O=C(CN(c1cccc(C(F)(F)F)c1)S(=O)(=O)c1ccc(Cl)c([N+](=O)[O-])c1)NCc1ccccc1Cl	-1%[53 µM]	4%	0%	-10%	?	-16%	?	5%[53 µM]
10	COc1ccc(Cl)cc1NC(=O)CSc1c2c(nc3ccccc13)CCC2	0%	-15%	·	·	-14%	-16%	·	0%
20	COc1ccc2cc(C3CC(c4cccs4)=NN3C(C)=O)c(Cl)nc2c1 (stereo unspecified)	3%	-4%	-3%	·	-5%	-5%	·	-2%

Carrying on:
nr	SMILES	TexasRed fluor	Tau FP inhib	aGal spleen mod	L3MBTL1 inh	Tau fluor cs	Tau fibril ThT	ALDH1A1 inh	TRb-SRC2 inh
21	COc1ccc(OC)c(CN2CCC(CNC(=O)Nc3cccc(Cl)c3)CC2)c1	-7%	7%	-8%	-11%	-18%	-4%	4%	-10%
22	Cc1ccc(N=Nc2ccc(O)c(P(=O)(c3ccccc3)c3ccccc3)c2)cc1	-1%	10%	5%	-10%	-29%	?	4%	-1%
23	Cc1nn(Cc2ccc(Cl)cc2)c(C)c1NC(=O)CCCn1nc(C)c([N+](=O)[O-])c1C	-1%	5%	3%	6%	-2%	0%	4%	-1%
24	COc1ccc(C)cc1-n1nc2ccccc2n1	-1%	-5%	4%	14%	-15%	-8%	-11%	-5%
25	C=CCn1c(SCC(=O)Nc2nccs2)nnc1-c1cc2cccc(OC)c2o1	-6%	-8%	-3%	-6%	9%	1%	?	-3%
26	C/C(=N\Nc1ccc(F)cc1F)c1ccc(Br)s1	-2%	8%	4%	-1%	?	?	13µM*	-6%
27	C[C@H]1C(=O)N(C)CCN1Cc1cn(C)nc1-c1ccc(Oc2ccccc2)cc1	-5%	1%	-6%	-3%	-15%	-15%	-8%	-10%
28	CCOC(=O)C1CCCN(C(=O)c2ccco2)C1 (stereo unspecified)	-6%	7%	0%	-7%	-3%	-16%	8.9µM*	-6%
29	CCn1cc(C(=O)O)c(=O)c2cc(F)c(N3CCN(C(=S)NC(=O)c4ccccc4)CC3)cc21	-1%	-1%	4%	·	-16%	·	·	-2%
30	c1ccc(N/N=C2\CCCc3ccccc32)nc1	-1%	9%	-7%	?	-13%	-12%	12%	-9%

Next section, overlapping the part above by two compounds.
nr	SMILES	TexasRed fluor	Tau FP inhib	aGal spleen mod	L3MBTL1 inh	Tau fluor cs	Tau fibril ThT	ALDH1A1 inh	TRb-SRC2 inh
29	CCn1cc(C(=O)O)c(=O)c2cc(F)c(N3CCN(C(=S)NC(=O)c4ccccc4)CC3)cc21	-1%	-1%	4%	·	-16%	·	·	-2%
30	c1ccc(N/N=C2\CCCc3ccccc32)nc1	-1%	9%	-7%	?	-13%	-12%	12%	-9%
31	CCOc1cccc2sc(N(CCN(CC)CC)C(=O)c3ccco3)nc12	14µM*[quencher]	3%	·	·	-6%	-2%	·	-11%
32	Cc1noc(C)c1C(=O)OCC(=O)NCCc1ccc(Cl)cc1	-1%	2%	20%	-9%	-2%	-5%	1%	-17%
33	COc1cc(C(=S)N2CCOCC2)ccc1OC(=O)/C=C/c1ccco1	0%	-5%	-8%	·	-16%	-21%	?	-6%
34	COC(=O)[C@H](C)NC(=O)NC(C)CCc1ccccc1 (stereo partly specified)	0%	-3%	-2%	·	-9%	-6%	0%	1%
35	O=C(CSc1nccc(=O)[nH]1)N1CCCc2ccccc21	-7%	-6%	0%	1%	-11%	-16%	-15%	-2%
36	CCC1(C(=O)c2ccccc2)C(c2ccc([N+](=O)[O-])cc2)C1(C(=O)OC)C(=O)OC (stereo unspecified)	-2%	6%	7%	-7%	-25%	-8%	5%	-6%
37	Cc1ccc(OCC(=O)Nc2ccc3nc(SCC(=O)N4CCCC4)sc3c2)cc1C	3%	-5%	·	·	-22%	?	·	-5%
38	CCC(=O)N1c2ccc(S(=O)(=O)CCC(=O)NCCC3=CCCCC3)cc2CC1C (stereo unspecified)	0%	-5%	-3%	-3%	-2%	3%	?	2%
39	CCN1C(=O)CS/C1=N\S(=O)(=O)c1ccccc1	-1%	1%	2%	2%	-2%	1%	·	-6%
40	Cc1ccccc1OCC(O)CN1CCN(C)CC1 (stereo unspecified)	-1%	-5%	5%	-5%	11%	11%	?	1%
41	O=C(N/N=C/c1ccco1)c1cc(-c2ccc(Cl)s2)[nH]n1	0%	?	-19%	?	-19%	?	?	7%
42	C=C1C(C(=O)N2CCN(C)CC2)C1C(=O)N1CCN(C)CC1 (stereo unspecified)	-2%	-5%	-9%	0%	-3%	0%	-4%	-1%
43	Cc1cccn2c(=O)c(C=Nc3ccc(Cl)cc3)c(NCCO)nc12	-8%	8%	10%	?	5%	-4%	?	-10%
44	Cc1ccccc1OCCSc1nc(N(C)C)nc(N(C)C)n1	-1%	-8%	-11%	51%[activator]	-20%	-15%	-4%	8%
45	Cc1ccc(-c2cn3c4c(=O)n(C)c(=O)n(C)c4nc3n2-c2cccc(Cl)c2)cc1	0%	-2%	·	·	0%	-2%	·	3%

Part of the list above, limited to Tau fluor cs and TRb-SRC2 inh:
cpd	structure	Tau fluor cs	TRb-SRC2 inh
16	CN(C)c1nc(SCC#N)nc(N2CCOCC2)n1	1%	-9%
17	Cc1cccn2cc(CCNC(=O)c3cccs3)nc12	21%	-6%
18	CN(C)c1ccc(CNC(=O)C2CCN(S(=O)(=O)c3ccc4c(c3)oc(=O)n4C)CC2)cc1	-2%	6%

Screening results as filed in PubChem BioAssay.
